SDO1 yeast rescue = sdo1-depleted yeast growth rescue | S. cerevisiae sdo1-depleted JHY4D growth rescue, OD600 30 h; active compounds read high; pdr5 snq2 efflux-pump mutant strain | 140,000 tested, 0.21% active | z-score at 10 µM;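 active = z-score above 3 at both the 24 hr and the 30 hr optical density reads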;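 also: z-score against mean and SD of all compound wells on the same plate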
Insulin prom inh = TRM-6 insulin promoter activity inhibition. 130,000 tested, 0.9% active. inhibition, % at 2 µM. TRM-6 cells (human fetal islet line), insulin promoter-eGFP reporter, imaging; reporter expression induced with tamoxifen. AID 1273;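 active = inhibition above the mean plus 3 SD, with well images judged a real hit on visual review, cut at about 60% in these data, passing the limit was not always enough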
SDO1 yeast rescue Rescue 24 h = further read-out of SDO1 yeast rescue, marked with its call; z-score; S. cerevisiae sdo1-depleted JHY4D growth rescue, OD600; measured here: growth rescue at 24 h;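 0 is the plate mean of compound wells and units are plate SD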
Active calls of the source: *; . = no result given.

SMILES | SDO1 yeast rescue | SDO1 yeast rescue Rescue 24 h | Insulin prom inh
CSC1=NC(=O)/C(=C/c2ccc(SC)cc2)S1 | . | . | -22
Cc1c(N)cc(C(=O)N2CCOCC2)cc1[N+](=O)[O-] | 0.17 | -1.2 | -47
O=C(NCC1CCCO1)c1ccc2nc(N3CCCCC3)sc2c1 (stereo unspecified) | 0.28 | -0.06 | .
CCCOc1ccc(N2CC(C(=O)Nc3ccccc3F)CC2=O)cc1 (stereo unspecified) | -0.47 | -0.59 | .
O=C(CN1C(=O)C2CCCCC2C1=O)Nc1nc(-c2ccccn2)cs1 (stereo unspecified) | -0.95 | -0.9 | -8
COc1ccc2c(=O)c(-c3ccccc3)c(C)oc2c1 | -0.54 | 0.03 | -19
COc1ccc(-n2nnnc2SCC(=O)c2ccc(O)c(O)c2)cc1 | 1.2 | 1.2 | -29
Cc1ccc(C)c(S(=O)(=O)N2CCCOC2CNC(=O)C(=O)NCc2ccco2)c1 (stereo unspecified) | 0.65 | 0.12 | .
Cc1nn(CC(=O)Nc2ccc(C(=O)N(C)C)cc2)c(=O)c2ccccc12 | -0.58 | -1 | 0
CCOC(=O)N1CCN(C(=O)c2cn(CC)c3ccc(S(=O)(=O)N4CCCC4)cc3c2=O)CC1 | -0.08 | -0.91 | 39
CC12CCC(C(=O)NCc3ccc(Cl)cc3)(OC1=O)C2(C)C (stereo unspecified) | -0.75 | -0.54 | 30
Cc1ccc2oc(=O)c3cnn(CC(=O)N4CCCCCC4)c3c2c1 | 0.21 | -0.07 | .
CCn1cc(C2=NCCO2)c2ccccc21 | 1.6 | 1.2 | .
Cc1cc(C)c(S(=O)(=O)N2CCOC2CNC(=O)C(=O)NCc2cccnc2)c(C)c1 (stereo unspecified) | 0.82 | 0.48 | -22
CSc1nc(C)c2c(n1)N(c1ccc(C(F)(F)F)cc1)CC2 | -0.15 | 0.17 | 16
COc1ccc(C(CC(=O)c2ccc(C)cc2)Nc2ccc([N+](=O)[O-])cc2)cc1 (stereo unspecified) | -0.64 | 0.19 | -19
CCCCOC(=O)c1cccc(NC(=O)CC)c1 | -0.35 | -0.08 | 62
COc1cc(NC(=O)CN2C(=O)NC(C)(CC(C)C)C2=O)cc(OC)c1 (stereo unspecified) | 1 | 1.2 | -39
COc1ccc(/C(N)=N/OC(=O)C2CCC(=O)N2S(=O)(=O)c2ccc(C)cc2)cc1OC (stereo unspecified) | 0.89 | 0.47 | -37
COc1cccc(-c2cc(C(F)(F)F)nc(N3CCN(c4ccccc4)CC3)n2)c1 | -0.63 | -1.1 | 7

Reprinted from the part before: 2 entries; new compounds follow.
SMILES | SDO1 yeast rescue | SDO1 yeast rescue Rescue 24 h | Insulin prom inh
COc1ccc(/C(N)=N/OC(=O)C2CCC(=O)N2S(=O)(=O)c2ccc(C)cc2)cc1OC (stereo unspecified) | 0.89 | 0.47 | -37
COc1cccc(-c2cc(C(F)(F)F)nc(N3CCN(c4ccccc4)CC3)n2)c1 | -0.63 | -1.1 | 7
Cc1cccc(N(NC(=O)C(C)(C)O)C(=O)c2ccccc2)c1 | -0.23 | -0.57 | 0
O=C(Oc1coc(CSc2ncccn2)cc1=O)c1cccs1 | . | . | 33
Cc1cc2c3c(c1C)C1(C(=O)N3C(C)(C)CC2C)C(C#N)=C(N)OC2=C1C(=O)CC(C)(C)C2 (stereo unspecified) | 0.53 | 0.32 | -5
CC(C)Oc1cccc(C(=O)NC(=S)Nc2cccc(NC(=O)c3ccccc3Cl)c2)c1 | -0.27 | 0.16 | -38
CCOc1ccc(NC(=O)CN(C2CCCCC2)S(C)(=O)=O)cc1 | 0.2 | -1 | -8
CCCn1c(SCC(=O)Nc2cccc(C)n2)nc2c1c(=O)n(C)c(=O)n2C | . | . | -17
O=C(c1ccc2c(c1)OCO2)N1CCCC(c2ccccc2)C1 (stereo unspecified) | -0.52 | -0.99 | 33
Cc1ccc(N(C(=O)C2CCC(=O)N2)C2(C(=O)NC3CCCC3)CCCCC2)cc1 (stereo unspecified) | 0.85 | 1.2 | 39
CN(Cc1ccccc1)c1nc(-c2ccc([N+](=O)[O-])cc2)nc2ccccc12 | -0.81 | 1.1 | 53
COc1ccc(OCCSc2nnc(Cc3cccc4ccccc34)n2N)cc1 | -1.2 | -0.53 | -27
O=C(Cc1ccc(S(=O)(=O)N2CCOCC2)s1)NCCC(c1ccccc1)c1ccccc1 | 0 | 0.61 | 15
CC(=O)c1ccc(N2CCN(C(=O)c3cc4c(-c5ccccc5F)nn(C)c4s3)CC2)cc1 | -1.2 | -1.3 | .
CCCOc1cccc(NC(=O)c2cc(C)oc2C)c1 | -0.83 | -0.96 | -12
CC(=O)Oc1ccc(N2C(=O)C3C(C2=O)C2C=CC3C23CC3)cc1[N+](=O)[O-] (stereo unspecified) | . | . | -71
COC(=O)c1sc(S(=O)(=O)Nc2ccc(C)cc2)c(C(=O)OC)c1C | -1.1 | -0.83 | -15
COCC(C)n1c(C)cc(C(=O)CSc2nc3ccccc3c(=O)[nH]2)c1C (stereo unspecified) | -2 | -1.2 | .
Cc1ccc(NC(=O)c2cc(NC(=O)C3CC=CCC3C(=O)O)ccc2N2CCOCC2)cc1 (stereo unspecified) | 0.53 | -0.5 | .
CC(CN1CCOCC1)C(=O)c1ccccc1 (stereo unspecified) | 0.17 | -0.58 | -26
COCCn1c(C)cc(C(=O)COC(=O)CNC(=O)c2ccccc2)c1C | 1.3 | -0.26 | 33
CC(C)C(O)(C#CCN1CCCC1)c1ccccc1 (stereo unspecified) | 0.48 | -0.51 | 26
N#Cc1c(NC(=O)CSc2nc(-c3ccccc3)cc(C(F)(F)F)n2)sc2c1CCC2 | -0.14 | 0.3 | -63
Cc1cc(C(=O)OCC(=O)c2cccc([N+](=O)[O-])c2)c2cccc(C)c2n1 | -1.6 | -0.58 | .
CC(=O)NCC(=O)OCC(=O)Nc1ccc(C(C)=O)cc1 | -0.2 | -1.1 | 19
CC12CC3(C)CC(C)(C1)CC(C(=O)NC(=S)NC(C)(C)C)(C2)C3 | -0.9 | -1.3 | 33
COC(=O)c1ccccc1NC(=O)CSc1nc(O)c(-c2ccccc2)c(=O)[nH]1 | . | . | -12
C/C(CC(C)(C)C1CCCCC1)=N\NC(N)=S | -2.5 | -1.8 | 32
CC(C)N(Cc1nc(-c2ccccc2)no1)C(=O)CN(C)S(=O)(=O)c1ccccc1 | -0.78 | -0.53 | -7
N#C/C(=C\N1CCN(Cc2ccc3c(c2)OCO3)CC1)c1nc2ccccc2s1 | -1.6 | -1.4 | 36
S=C(NCc1ccco1)Nc1cc(Cl)c(Cl)cc1Cl | -1.6 | -0.71 | .
CN(C)S(=O)(=O)c1ccc(N2CCCC2)c(C(=O)NCc2ccccc2)c1 | 0.54 | 1 | 21
O=C(NC1CCCC1)c1ccccc1-c1ccccc1 | 1.7 | 1.8 | 11
O=C(CNC(=O)c1ccc(S(=O)(=O)N2CCCC2)cc1)N/N=C/c1ccc(Cl)cc1 | 0.85 | 0.74 | 14
N#Cc1ccccc1NC(=O)CSc1nccn1CCc1ccccc1 | 0.89 | 1.6 | -10
O=C(CSc1nc2ccccc2[nH]1)c1c[nH]c2ccccc12 | . | . | -40
O=C1NC2=C(C(=O)c3ccccc32)C(c2ccccc2)N1 (stereo unspecified) | 0.06 | 0.14 | -36
C/C(=N\Nc1nc(Cl)c(Cl)cc1Cl)c1ccc(S(=O)(=O)NCc2ccco2)cc1 | -0.4 | -0.21 | -6
C=CCNc1ncnc2c1cnn2-c1ccc(OC)cc1 | 0.18 | -0.63 | .
O=C(CN1C(=O)COc2ccccc21)NCc1ccc(C(=O)O)cc1 | 0.88 | 0.49 | 6
COC(=O)[C@@]1(Cc2ccc(F)cc2)[C@H]2c3cc(C(=O)N(C)C)n(C[C@H](O)CO)c3C[C@H]2CN1C(=O)c1ccccc1 | -0.16 | -0.62 | -10
CC(C)(C)C(=O)CCN1C(=O)C2(OCCO2)c2ccccc21 | 0.04 | -0.48 | -8

Pulled one by one from the list above (5):
SMILES | SDO1 yeast rescue | SDO1 yeast rescue Rescue 24 h | Insulin prom inh
O=C(NCC1CCCO1)c1ccc2nc(N3CCCCC3)sc2c1 (stereo unspecified) | 0.28 | -0.06 | .
CCCOc1cccc(NC(=O)c2cc(C)oc2C)c1 | -0.83 | -0.96 | -12
CC(C)(C)C(=O)CCN1C(=O)C2(OCCO2)c2ccccc21 | 0.04 | -0.48 | -8
Cc1cc(C)c(S(=O)(=O)N2CCOC2CNC(=O)C(=O)NCc2cccnc2)c(C)c1 (stereo unspecified) | 0.82 | 0.48 | -22
COC(=O)c1sc(S(=O)(=O)Nc2ccc(C)cc2)c(C(=O)OC)c1C | -1.1 | -0.83 | -15

Next results.
SMILES | SDO1 yeast rescue | SDO1 yeast rescue Rescue 24 h | Insulin prom inh
O=C(N/N=C/c1cc([N+](=O)[O-])ccc1O)C1CCCCC1 | 0.22 | -0.26 | 16
CCOC(=O)c1cnn(-c2ccccc2)c1NC(=O)c1cccs1 | 0.05 | -0.47 | .
COC(=O)c1c(N2C(=O)CCC2=O)sc2c1CCCC2 | 0.62 | 1.7 | .
CCCCNc1cc(C)nc(N2CCOCC2)n1 | -0.06 | -0.12 | -22
C[C@H](NC(=O)NCc1cccs1)C(=O)O | 0.82 | 0.03 | 41
C#CCOCCOCCOCCNc1nc(N2CCN(C(=O)[C@H]([C@@H](C)CC)n3cc(CCCN=C(N)N)nn3)CC2)nc(N2CCN(C(=O)[C@H](CCCCN)n3cc(CCC(=O)O)nn3)CC2)n1 | -0.13 | -0.53 | -10
O=C(O)c1ccc(NC(CSCc2ccc(F)cc2)C(=O)O)c([N+](=O)[O-])c1 (stereo unspecified) | 1.6 | 1.1 | 58
Cc1ccc2nc(C)c(C(=O)N/N=C/c3cccs3)cc2c1 | 0.28 | -0.07 | -10
COCCN1Cc2cccc(C(=O)Nc3cc(C)cc(C)c3)c2C1=O | -0.57 | -0.21 | .
CC(=O)c1cc(OC(=O)c2ccncc2)ccc1OC(=O)c1ccncc1 | -0.05 | -0.62 | -438
CCc1cc(C(=O)OC)c(NC(=O)CCC(=O)O)s1 | 1.5 | 1.9 | -32
COc1ccc(NC(=O)Nc2ccc(F)cc2F)c(C)c1 | 0.19 | -0.13 | -28
O=C(c1ccc(-c2ccc(Cl)cc2)o1)N1CCN(c2ccc([N+](=O)[O-])cc2Cl)CC1 | 0.13 | 0.25 | .
O=C(c1ccccc1)N1CCCC(c2ccc(Cl)cc2)=N1 | -0.9 | -0.72 | 15
O=C(O)Cc1cc(C(=O)Nc2ccc(Br)cc2)sc1-c1ccccc1 | -0.34 | -1.1 | 8
Cc1ccc(OCCN2CCN(C)CC2)c([N+](=O)[O-])c1 | 0.06 | -0.44 | -39
CCOc1ccccc1Nc1ccc(C(=O)O)cc1NC(C)=O | 0.1 | -0.18 | .
CC(=O)Nc1ccc(S(=O)(=O)N2CCN(c3cc(C)ccc3C)CC2)cc1 | -1.2 | -0.85 | .
Cc1nn(-c2ccccc2)c(C)c1NC(=O)Cc1cccs1 | 0.7 | -0.34 | 7
CCc1c(C)nc2cc(-c3ccc(OC)c(OC)c3)nn2c1N1CCCC1 | -2 | -1.6 | .

In another format: 2 of the compounds above
SDO1 yeast rescue,SDO1 yeast rescue Rescue 24 h,Insulin prom inh,structure
-0.34,-1.1,8,O=C(O)Cc1cc(C(=O)Nc2ccc(Br)cc2)sc1-c1ccccc1
0.06,-0.44,-39,Cc1ccc(OCCN2CCN(C)CC2)c([N+](=O)[O-])c1

The list continues.
SMILES | SDO1 yeast rescue | SDO1 yeast rescue Rescue 24 h | Insulin prom inh
O=C(CCn1c(=O)c2ccccc2n(Cc2cc(=O)n3ccccc3n2)c1=O)NCc1ccco1 | -0.01 | -0.62 | -12
CCOc1ccc(NC(=O)CC2C(=O)N(CC)C(=S)N2CCN2CCOCC2)cc1 (stereo unspecified) | . | . | 17
N#Cc1nc(COc2ccc(-c3ccccc3)cc2)oc1NCCCN1CCOCC1 | -1.6 | -0.34 | 50
O=c1cc(CSc2nnnn2-c2ccccc2)nc2sccn12 | . | . | 33
CC(NC(=O)C(Cc1ccccc1)NC(=O)c1ccccc1)C(=O)O (stereo unspecified) | 0.23 | -1.2 | 0
O=C(NCCOc1ccc(Cl)cc1)c1ccc2ccccc2n1 | . | . | 28
O=C(c1ccccc1)N1CCN(S(=O)(=O)N2CCCCC2)CC1 | 0.37 | -0.17 | 38
Cc1ccc(-c2nc(CS(=O)CC(=O)NCc3ccccc3)c(C)o2)cc1 (stereo unspecified) | -0.11 | -0.2 | .
CC(C)CCNc1nc2c(cc1C#N)COC(C)(C)C2 | 0.24 | 0.43 | -73
O=C(CC1C(=O)N(c2ccc(F)cc2)C(=O)N1Cc1ccccn1)Nc1ccccc1 (stereo unspecified) | 0.26 | 0.17 | .
C1CCC(Nc2nnnn2C2CCCCC2)CC1 | -0.65 | -0.94 | .
COc1ccc(N(CC(=O)NCc2ccco2)S(C)(=O)=O)cc1Cl | 0.36 | 0.4 | .
Cc1scc(C(=O)N2CCN(S(C)(=O)=O)CC2)c1-c1ccccc1 | -0.05 | -0.82 | -50
CCOc1ccc(Nc2nc(NCC3CCCO3)c3ccccc3n2)cc1 (stereo unspecified) | . | . | -40
O=C(COc1ccc(Br)cc1)Nc1ccc2c(c1)C(=O)NC2=O | . | . | 50
CN(C)c1ccccc1C(=O)c1ccccc1N(C)C | -1.6 | -1.3 | .

Rewritten with two lines to a compound: 4 of the compounds above
Sequence of screens: SDO1 yeast rescue, SDO1 yeast rescue Rescue 24 h, Insulin prom inh
O=C(NCCOc1ccc(Cl)cc1)c1ccc2ccccc2n1
    ., ., 28
CC(NC(=O)C(Cc1ccccc1)NC(=O)c1ccccc1)C(=O)O (stereo unspecified)
    0.23, -1.2, 0
CN(C)c1ccccc1C(=O)c1ccccc1N(C)C
    -1.6, -1.3, .
O=C(CC1C(=O)N(c2ccc(F)cc2)C(=O)N1Cc1ccccn1)Nc1ccccc1 (stereo unspecified)
    0.26, 0.17, .

Source: PubChem BioAssay
